From PubChem
Bim-Bcl-2: human Bim-Bcl-2 interaction inhibition; P10415; Bead-based flow cytometry, Bim peptide-Bcl-2 binding; inhibition, % at 10 µM; 190,000 tested, 0.06% active; AID 950; in the data active = inhibition above about 40%; inconclusive = no clear call, values can overlap the other calls;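 note: 0% = no compound wells with probe peptide and 100% = reference peptide inhibitor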
Bim-Bfl-1: disrupts Bim binding to human Bfl-1. Q16548. Bead-based flow cytometry, Bim-Bfl-1 binding inhibition. inhibition, % at 10 µM. 190,000 tested, 0.12% active. AID 1008;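 note: 0% = wells without compound plus tracer and 100% = blocker peptide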
ABCG2 block: inhibitors of human ABCG2 transporter, ABCB1 counter-screen. Q9UNQ0. 190,000 tested, 0.1% active. inhibition, % at 6.6 µM. AID 1325. IgMXP3 cells, JC-1 efflux, flow cytometry;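 active = inhibition above 80%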;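 note: 0% = DMSO and 100% = nicardipine control wells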
Target sequence (Q9UNQ0 whole entry, looked up): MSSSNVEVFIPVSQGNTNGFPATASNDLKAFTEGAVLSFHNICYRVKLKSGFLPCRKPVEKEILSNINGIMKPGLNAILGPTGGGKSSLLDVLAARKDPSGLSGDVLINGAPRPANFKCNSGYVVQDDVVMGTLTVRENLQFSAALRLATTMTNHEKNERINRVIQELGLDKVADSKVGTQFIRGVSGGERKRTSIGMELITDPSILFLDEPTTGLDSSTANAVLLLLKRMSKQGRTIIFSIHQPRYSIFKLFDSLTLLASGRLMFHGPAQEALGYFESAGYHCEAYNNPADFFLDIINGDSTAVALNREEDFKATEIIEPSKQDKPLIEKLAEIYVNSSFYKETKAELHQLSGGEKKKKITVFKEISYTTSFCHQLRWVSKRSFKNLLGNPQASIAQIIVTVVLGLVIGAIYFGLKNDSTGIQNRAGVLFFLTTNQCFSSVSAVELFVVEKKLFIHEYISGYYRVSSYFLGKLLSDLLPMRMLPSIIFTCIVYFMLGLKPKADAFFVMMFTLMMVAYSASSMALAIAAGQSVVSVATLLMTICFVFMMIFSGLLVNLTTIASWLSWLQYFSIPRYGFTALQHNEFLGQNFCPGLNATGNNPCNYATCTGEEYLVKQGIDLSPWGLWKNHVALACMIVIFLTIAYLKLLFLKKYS
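Test system: ABCG2 IgMXP3 and barcoded ABCB1 CCRF-Adr cell mix; Schedule: cells with compound and JC-1, 10 min at 25 °C, rotating, no wash; Technique: flow cytometry of retained JC-1 fluorescence; Measure: % inhibition of efflux relative to nicardipine and DMSO; Controls: nicardipine high and DMSO low controls.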
Avidin bead fluor: compound fluoresces at 488/530 nm on avidin beads | compound fluorescence 488/530 nm, flow cytometry; hits give high values | fluorescence (KMESF) at 10 µM | 220,000 tested, 0.38% active; in the data active = fluorescence above about 47; note: inactives centre near 10
Bcl-XL Bim block: human Bim-Bcl-XL interaction inhibition. Bim peptide-Bcl-XL binding, bead flow cytometry, fluorescence. inhibition, % at 10 µM. 190,000 tested, 0.04% active. AID 1007
ABCB1 block: inhibitors of human ABCB1 transporter, ABCG2 counter-screen. CCRF-Adr cells, JC-1 efflux, flow cytometry. inhibition, % at 6.6 µM. 190,000 tested, 0.067% active; in the data active = inhibition above about 40%;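 note: 0% = vehicle and 100% = reference inhibitor; higher value means more JC-1 retained so stronger ABCB1 efflux block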
Bim-Bcl-B: human Bim-Bcl-B interaction inhibition. bead-based flow cytometry, Bim peptide-Bcl-B binding. Q9HD36. AID 951. inhibition, % at 10 µM. 190,000 tested, 0.073% active;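 note: 0% = tracer peptide without compound and 100% = reference inhibitor peptide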
Target sequence (Q9HD36 whole entry, looked up): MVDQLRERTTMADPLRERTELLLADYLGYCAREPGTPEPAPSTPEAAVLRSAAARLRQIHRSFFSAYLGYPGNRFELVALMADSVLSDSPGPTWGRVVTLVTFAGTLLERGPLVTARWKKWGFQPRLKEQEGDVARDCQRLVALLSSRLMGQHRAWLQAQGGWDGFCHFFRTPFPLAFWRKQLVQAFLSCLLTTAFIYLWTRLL
RGS4-Gao reg: human RGS4-Galphao interaction regulation; P09471; 220,000 tested, 0.33% active; Multiplexed bead flow cytometry, RGS4-Galphao binding; actives lie on both sides; binding response (% of control), % at 10 µM; in the data active = binding response below about 49% or above about 150%; inactive = in between;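 note: fluorescent Galphao activated with aluminum fluoride binding bead-coupled RGS4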
Bim-Bcl-W: disrupts Bim peptide binding to human Bcl-W; Q92843; bead-based flow cytometry; inhibition, % at 10 µM; 190,000 tested, 0.02% active;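 note: 0% = bound tracer without compound and 100% = peptide blocker; higher means less fluorescent Bim peptide bound to Bcl-W beads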
Target sequence (Q92843 whole entry, looked up): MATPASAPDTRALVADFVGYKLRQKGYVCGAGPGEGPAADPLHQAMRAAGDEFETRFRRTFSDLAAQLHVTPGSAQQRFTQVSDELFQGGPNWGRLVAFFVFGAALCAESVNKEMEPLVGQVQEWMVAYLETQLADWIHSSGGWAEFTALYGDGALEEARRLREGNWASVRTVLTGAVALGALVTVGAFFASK
GSH bead fluor: compound fluoresces at 488/530 nm on GSH beads; GSH beads flow cytometry, compound fluorescence 488/530 nm; hits give high values; fluorescence (KMESF) at 10 µM; 190,000 tested, 0.25% active; in the data active = fluorescence above about 89;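 note: glutathione beads carrying GST-tagged Bcl family fusion proteins plus one bare bead set; values are compound well signal with DMSO vehicle wells as background; inactives centre near 16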
RGS7-Gao reg: modulates binding of RGS7 to human Galphao; P09471; binding response (% of control), % at 10 µM; Multiplexed bead flow cytometry; actives lie on both sides; 220,000 tested, 0.35% active; in the data active = binding response below about 49% or above about 150%; inconclusive = no clear call, values can overlap the other calls; inactive = in between;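 note: fluorescent Galphao held in activated GDP-AlF4 state binding bead-coupled RGS7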
Starred values were filed as active, the others as inactive; ? = inconclusive; . = not tested or not shown. Cut-off read from the data, not from the text of the source, unless noted: active = inhibition above about 40%.

structure	Bim-Bcl-2	Bim-Bfl-1	ABCG2 block	Avidin bead fluor	Bcl-XL Bim block	ABCB1 block	Bim-Bcl-B	RGS4-Gao reg	Bim-Bcl-W	GSH bead fluor	RGS7-Gao reg
COC(=O)c1ccc(NC(=O)CNCc2ccncc2)cc1	?	.	0	15	.	-0.3	.	107	.	19	110
OC1(c2ccccc2)CCN(Cc2ccccc2)CC1	5	2	1	20	0	0.9	2	101	0	8	102
O=C(NCCc1csc(-c2ccccc2)n1)c1cccs1	-4	-10	1	7	-1	-2.2	-7	101	4	24	97
O=C(Nc1cccs1)Nc1ccc(Br)cc1F	0	1	16	14	-4	-0.1	-3	99	-1	2	101
O=C(NCCCN1CCOCC1)c1coc2ccccc2c1=O	-2	-4	1	9	-4	0.2	-7	100	1	13	105
COC(=O)c1cc(C(=O)NCc2ccccc2)c(=O)[nH]c1C	-5	-5	27	8	-2	-0.8	-4	101	-1	12	102
CCO[C@@H]1OC(C(=O)NCc2ccccc2)=C[C@H](c2ccc(Br)cc2)[C@H]1CCCO	0	-5	0	5	0	0.0	-2	92	-1	19	92
Cc1nc(SC(C(=O)c2ccccc2)c2ccccc2)nc2ccccc12 (stereo unspecified)	1	1	-4	17	-4	-0.8	-6	103	-3	9	103
Cc1cc(C)nc(-n2ncc3c2CC(c2ccc(F)cc2)CC3=O)n1 (stereo unspecified)	-4	-10	6	3	-3	1.7	-3	103	-1	11	105
CCOc1ccc(C2CC(c3ccc(F)cc3)n3ncnc3N2)cc1 (stereo unspecified)	0	-1	11	7	-3	1.4	-1	108	-2	16	109
O=c1[nH]c(=O)c2nc3c4ccccc4c4ccccc4c3nc2[nH]1	0	-1	-1	8	11	-0.4	0	99	8	10	98
CCC1Oc2ccc(C)cc2N(CC(=O)NCc2cccs2)C1=O (stereo unspecified)	-2	-4	3	5	0	0.3	-8	101	-1	23	96
COc1ccc(C(=O)NC(=S)NCc2ccc(-c3nc4ccccc4o3)cc2)cc1OC	-2	0	0	9	-4	-0.1	-4	99	-3	20	101
O=C(CCCSc1nc2sc3c(c2c(=O)[nH]1)CCC3)NCCO	0	0	0	3	-1	0.1	0	98	0	5	94
CCCCCNC(=O)c1cc(S(=O)(=O)N2CCCC2)ccc1F	-3	-3	5	5	-2	2.2	-3	84	-1	25	84
NS(=O)(=O)c1ccc(Nc2nc3ccccc3nc2NS(=O)(=O)c2cccc([N+](=O)[O-])c2)cc1	-6	-8	-1	12	-3	-0.5	-2	102	0	27	104
C/C(=N\Nc1ccc([N+](=O)[O-])cc1[N+](=O)[O-])C(C)C(C)C (stereo unspecified)	-1	1	17	4	-1	0.8	-4	98	-5	12	97
O=C(CSc1ccc(-c2ccc3c(c2)OCO3)nn1)Nc1nccs1	0	-7	0	23	-2	0.6	-6	99	-1	8	99
CCCCCOc1ccc(NC(=O)C(=O)NCCC2=CCCCC2)cc1	0	-2	-1	16	0	-0.2	0	95	0	21	97
Cc1ccc(S(=O)(=O)NCCn2c(C)cc3ccccc32)cc1	-1	-3	2	44	-1	0.0	-6	108	0	24	111

Entries of single compounds from above:
O=C(Nc1cccs1)Nc1ccc(Br)cc1F across the screens: Bim-Bcl-2: 0; Bim-Bfl-1: 1; ABCG2 block: 16; Avidin bead fluor: 14; Bcl-XL Bim block: -4; ABCB1 block: -0.1; Bim-Bcl-B: -3; RGS4-Gao reg: 99; Bim-Bcl-W: -1; GSH bead fluor: 2; RGS7-Gao reg: 101
C/C(=N\Nc1ccc([N+](=O)[O-])cc1[N+](=O)[O-])C(C)C(C)C (stereo unspecified) across the screens: Bim-Bcl-2: -1; Bim-Bfl-1: 1; ABCG2 block: 17; Avidin bead fluor: 4; Bcl-XL Bim block: -1; ABCB1 block: 0.8; Bim-Bcl-B: -4; RGS4-Gao reg: 98; Bim-Bcl-W: -5; GSH bead fluor: 12; RGS7-Gao reg: 97

(cont.)
structure	Bim-Bcl-2	Bim-Bfl-1	ABCG2 block	Avidin bead fluor	Bcl-XL Bim block	ABCB1 block	Bim-Bcl-B	RGS4-Gao reg	Bim-Bcl-W	GSH bead fluor	RGS7-Gao reg
O=C(CC1C(=O)CCCC1=O)c1ccccc1	-4	-4	0	12	0	-0.2	-1	101	-1	13	98
Cc1cc(Cl)ccc1NC(=O)COC(=O)c1nc2nccc(C)n2n1	-2	-4	9	9	-2	1.2	-2	98	-2	13	99
CCCOC(=O)c1ccc(-c2c(C)noc2-c2ccc(OC)cc2O)o1	-12	-12	4	17	-6	0.2	-8	102	-1	24	101
O=C(NNC(=O)c1cc([N+](=O)[O-])ccc1Cl)c1cccs1	-8	-12	5	5	-7	0.3	-4	100	-3	18	99
Cc1ccc(NS(=O)(=O)c2ccc(NC(=O)CN(c3cc([N+](=O)[O-])ccc3C)S(C)(=O)=O)cc2)c(C)c1	0	0	-1	11	-3	-0.2	-4	113	1	27	110
COc1ccc(-c2noc(CCC(=O)Nc3cccnc3)n2)cc1OC	-3	-9	1	9	3	0.2	-4	102	-3	9	99
O=C(COC(=O)CNC(=O)c1ccccc1)Nc1ccccc1Cl	-3	-7	0	25	-3	0.2	-3	102	-4	12	103
CC(C)=CC(=O)Nc1ccccc1Br	.	.	1	8	.	0.1	.	98	.	.	96
O=S(=O)(c1ccc(NC(=S)NC2CCCC2)cc1)N1CCCC1	-5	-5	0	9	-5	-0.2	-5	97	-3	19	96
O=C(OCC1CC(c2ccccn2)=NO1)c1ccc(Br)cc1 (stereo unspecified)	-5	-15	32	22	-1	0.9	-5	98	3	19	97
CCn1c(=O)n(CC(=O)Nc2cc(OC)ccc2OC)c(=O)c2ccccc21	-9	-13	9	35	-5	0.8	-3	102	-3	27	103
CC(C)CN(C(=O)CN1CCN(S(=O)(=O)c2ccc3ccccc3c2)CC1)c1c(N)n(CC(C)C)c(=O)[nH]c1=O	0	0	-1	11	-6	0.2	-4	100	-4	8	102
Cc1cc(Br)ccc1-n1[nH]c(C)c(C=Nc2cccc3nsnc23)c1=O	21	13	-1	10	12	-0.1	-56	98	4	10	105
CCCCNCc1ccc(SC)cc1	0	-1	1	40	-1	0.6	-1	104	-1	16	103
O=C1CCC(=O)N1c1ccc(NC2CCN(Cc3ccccc3)CC2)c([N+](=O)[O-])c1	-5	-3	2	25	-14	0.8	-5	107	-7	9	103
CCOC(=O)c1cnn(CCOC(=O)c2ccccc2)c1NC(=O)c1ccccc1	2	0	10	4	-3	0.2	0	101	-2	12	103
Cc1cc(OCC(O)CN2CCN(CCO)CC2)ccc1C(C)C (stereo unspecified)	4	7	8	7	0	17	6	103	3	42	99
COc1ccc(OC)c(-c2cn(S(=O)(=O)c3ccccc3)nc2N)c1	-1	0	2	21	-2	0.9	1	88	0	10	103
O=C(COC(=O)c1ccc2ncsc2c1)NC(=O)NCc1ccccc1	-4	-5	1	10	-2	-0.1	-4	67	-3	15	71
CCN(c1ccccc1)S(=O)(=O)c1ccc(OCc2c(C)noc2C)cc1	2	0	3	37	-3	0.7	1	105	-1	17	100
O=C1CC(CC(=O)N/N=C/c2ccccc2[N+](=O)[O-])=NN1	3	12	-18	1	-4	-4.7	-2	97	0	12	101
COc1ccc(C/C(C)=N/NC(=O)c2ccc(Cl)cc2)cc1	4	-2	1	22	0	0.3	0	96	1	24	98
COc1ccc(Oc2nc3ccccc3n(C)c2=O)cc1	-4	-16	1	22	-9	-0.3	-9	100	-1	37	105
COc1ccccc1CC(=O)N(CCC#N)CCC#N	.	-6	0	7	-12	0.1	-8	104	-4	24	103
Cc1ccc(NC(=O)CCC(=O)NNC(=O)NC2CCCCC2)c(C)c1	-5	-5	10	9	-1	0.9	-6	96	-1	11	90
CCCC(CCC)C(=O)Nc1ccncc1	-2	-1	1	15	-2	0.3	0	105	-3	14	111
CC(C)CC(NC(=O)C(CC(C)C)NC(=O)C(Cc1ccc(OCc2ccccc2)cc1)NC(=O)OC(C)(C)C)C(N)=O (stereo unspecified)	0	-2	-2	8	0	-0.3	0	96	-1	8	101
CCOC(=O)c1cc(CC)sc1NC(=O)c1cc(OC)c(OC)c(OC)c1	-7	-8	8	9	-5	2.0	-5	104	0	50	108
CCn1c(=O)c(C(=O)CN2CCN(Cc3ccc4c(c3)OCO4)CC2)c(N)n(Cc2ccccc2)c1=O	-4	-4	0	10	-5	-0.2	-5	103	-5	15	103
COc1ccccc1NC(=O)c1ccc(NC(=O)CSc2ncccn2)cc1	2	-5	7	11	-1	0.4	-1	97	0	11	?
Cc1nc(SCC(=O)NCc2ccc(F)cc2)c2c(=O)n(C)c(=O)n(C)c2n1	-6	-9	1	6	-6	0.7	-9	101	-3	27	96
O=C(O)CCc1ccc(-c2ccc(Br)cc2)n1CC(=O)O	-1	-6	3	29	0	1.1	0	99	3	12	97
CN1CCN(c2nc(-c3cccs3)cc(C(F)(F)F)n2)CC1	-15	-18	5	9	-6	0.7	-9	81	-4	23	100
CC(/C=N/NC(=O)c1ccco1)=C\c1ccccc1	-1	-5	2	25	-2	0.2	0	105	0	19	104
CCS(=O)(=O)n1nc(C(=O)N2CCOCC2)nc1N	-4	-8	0	14	-8	0.1	-7	101	0	5	103
CCCNC(=O)CN(CCc1ccccc1)S(C)(=O)=O	-16	-8	-1	7	-8	-0.1	-10	104	-2	13	103
CCS(=O)(=O)N1CCN(Cc2ccncc2)CC1	0	-4	-4	16	2	-0.4	-1	105	3	13	101
CC(=O)c1c(N=CN(C)C)nc(C)nc1-c1ccccc1	0	-4	1	23	-1	0.0	-3	98	0	23	95
COC(=O)c1[nH]c2cccc(C)c2c1NC(=O)CN1CCN(c2ccccc2OC)CC1	0	1	3	37	0	1.0	0	100	0	10	99
Cc1cc(C)n(CC(O)Cn2c3ccc(Br)cc3c3cc(Br)ccc32)c(=O)n1 (stereo unspecified)	-4	-13	1	12	2	0.6	-3	105	2	51	101
CC(=O)N=c1sc(S(N)(=O)=O)nn1C	2	7	5	8	-2	0.2	-24	99	-1	18	101
O=C(OCCN1C(=O)c2ccccc2C1=O)c1cc(=O)[nH]c2ccccc12	-14	-11	6	16	-9	1.9	-10	98	0	18	99
COc1ccc(Cl)cc1C(=O)Nc1ccc(CN2CCCCC2)cc1	-4	-8	8	11	-7	1.3	-3	105	-2	13	?
N#Cc1cc2cc3c(cc2nc1SCC(=O)OC1CCCCC1)OCO3	-10	-9	5	8	-6	0.6	-9	95	0	16	97
Cc1ccsc1C(=O)OCC(=O)Nc1cccc(S(=O)(=O)N2CCOCC2)c1	-8	-6	4	9	-9	0.3	-6	103	-2	19	104
O=C(OCc1ccc(Cl)c(Cl)c1)c1ccccn1	-5	-10	6	12	-6	0.5	-8	99	1	18	99
CCN(CC)C(=O)C(=O)Nc1cc(C(F)(F)F)ccc1Cl	-6	-6	1	18	-14	0.2	-7	108	0	55	111
CC(C)C(=O)NC(=S)Nc1nnn(C)n1	-3	-10	-2	12	-3	-0.2	-4	101	-5	16	102
